Bioassay records from PubChem BioAssay.
Tat transport = blocks Tat-dependent protein export in E. coli; E. coli MC4100 TorA-mCherry Tat export, fluorescence; inhibition, % at 10 µM; actives 0.036% (n = 340,000); AID 488895;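 active means mean replicate inhibition at least 50% and at least half of replicates individually reaching 50%; inconclusive means only one of the two criteria met; inactive means neither criterion met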;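 further: exported cargo escapes ClpAP degradation while cytoplasmic cargo is degraded and loses fluorescence; 0% = median of neutral control wells and 100% = median of NaSCN control wells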
CAL PDZ FP-1 = inhibitors of human CAL PDZ peptide binding; AID 504414; inhibition, % at 20 µM; purified CAL PDZ, TMR-peptide fluorescence polarization, 1 h; actives 0.02% (n = 330,000); Q9HD26;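 active means highest replicate inhibition of at least 40%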;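 further: plate controls were DMSO neutral control wells for no effect and unlabeled competitor peptide control wells for full effect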
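System: tagged CAL PDZ domain. Schedule: 1 h room-temperature incubation prior to read. Signal: fluorescence polarization (mP). Measure: percent inhibition from loss of millipolarization.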
MITF TRPM1 HTS = increases MITF-driven TRPM1 promoter luciferase signal. SK-MEL-5 TRPM1-promoter luciferase, 24 h; % of positive control, neutral wells = 0. activation, % at 12.5 µM. actives 0.75% (n = 300,000). AID 588334;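 active means mean activation of at least 80% with every replicate also reaching 80%; inconclusive means mean reaches 80% but some replicate falls short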;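 further: 0% = neutral control wells and 100% = parthenolide positive control wells; values of inactives mirror those of a sister screen read the other way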
V-ATPase pH = regulators of yeast V-ATPase proton transport. S. cerevisiae, pHLuorin cytosolic pH fluorescence. response, % at 10 µM. actives 0.37% (n = 350,000). AID 504577; in the data active means response mostly above about 7.3%, no sharp cut-off; inactive means mostly below about 5.4%; further: actives read high; inactives centre near 0; some compounds called inactive have numbers as strong as hits; reference of the scale not given here
Wnt act = activators of Wnt/beta-catenin signaling; Wnt/beta-catenin reporter cell assay, activator, plate reader; activation, % at 9.35 µM; actives 1.2% (n = 300,000); in the data active means activation above about 30%, passing the limit was not always enough; inconclusive means no clear call, values can overlap the other calls;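 further: 0% = neutral control wells and 100% = positive control wells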
CAL PDZ FP-2 = CAL PDZ (human) peptide binding inhibition; Q9HD26; purified CAL PDZ, TMR-peptide fluorescence polarization, 1 h; inhibition, % at 24.9 µM; actives 0.92% (n = 300,000); AID 602252;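 active means mean inhibition of at least 30% with at least half of replicates also reaching 30%; inconclusive means no clear call, values can overlap the other calls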;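 further: 0% = DMSO neutral control and 100% = excess unlabeled competitor peptide PRC23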
Rtt109 HAT inh = blocks Candida albicans Rtt109/Vps75 acetyltransferase activity | inhibition, % at 34.9 µM | AID 540336 | actives 0.16% (n = 330,000) | purified Rtt109/Vps75, ThioGlo CoA-SH fluorescence, 4 h;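 active means inhibition of at least 50% in every replicate; inconclusive means best replicate reaches 50% inhibition but some replicates fall short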
Target sequence (Q5AAJ8 whole entry, looked up): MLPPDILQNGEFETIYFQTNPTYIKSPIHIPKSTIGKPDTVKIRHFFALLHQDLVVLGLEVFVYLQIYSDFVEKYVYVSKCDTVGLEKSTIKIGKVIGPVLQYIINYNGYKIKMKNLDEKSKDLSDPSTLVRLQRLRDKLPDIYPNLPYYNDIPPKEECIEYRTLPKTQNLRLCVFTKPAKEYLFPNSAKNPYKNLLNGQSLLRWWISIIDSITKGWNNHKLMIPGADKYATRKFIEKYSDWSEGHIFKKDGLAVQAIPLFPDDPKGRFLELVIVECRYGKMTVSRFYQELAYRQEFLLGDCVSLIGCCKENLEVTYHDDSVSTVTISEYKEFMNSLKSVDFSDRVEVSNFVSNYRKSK
RTF Ca sens act = increases calcium sensitivity of human cardiac regulated thin filaments; actives 0.24% (n = 340,000); P19429+P45379; activation, % at 7.2 µM; AID 493008; IANBD-labeled TnC RTF fluorescence at EC20 calcium; 0% EC20 calcium, 100% full calcium;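 active means activation above the mean over all tested compounds plus 3 SD, cut at about 30% in these data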;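 further: rise in fluorescence read as greater calcium sensitivity of cardiac thin filaments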
dFosB activator = activators of mouse delta FosB homodimer; activation, % at 25 µM; AID 493131; actives 0.99% (n = 340,000); purified delta FosB, TAMRA-CDK5 oligo fluorescence polarization; percent of positive-control signal above neutral wells; P13346;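 active means mean activation above about 17%, with every replicate also reaching it, limit read from the data, passing the limit was not always enough; inconclusive means only one of the two conditions met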;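 further: fluorescence polarization rise as delta FosB binds a TAMRA Cdk5 AP-1 oligo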
Target sequence (P13346 whole entry, looked up): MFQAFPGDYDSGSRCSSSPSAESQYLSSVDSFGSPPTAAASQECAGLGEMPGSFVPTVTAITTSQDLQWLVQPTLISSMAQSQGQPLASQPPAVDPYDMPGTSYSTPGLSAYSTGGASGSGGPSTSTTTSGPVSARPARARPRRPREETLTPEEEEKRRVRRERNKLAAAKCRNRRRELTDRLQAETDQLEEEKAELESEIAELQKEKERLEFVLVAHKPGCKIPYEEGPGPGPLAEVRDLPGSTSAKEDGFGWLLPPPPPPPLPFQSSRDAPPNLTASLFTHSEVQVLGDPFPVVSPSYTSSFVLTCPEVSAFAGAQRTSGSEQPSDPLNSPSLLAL
CDK5 inh = CDK5/p35 (human) kinase inhibition. inhibition, % at 10 µM. Recombinant CDK5/p35, ADP-Glo luminescence, 60 min. actives 0.01% (n = 330,000);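 active means highest replicate inhibition of at least 50% and at least 75% of replicates reaching 50%; inconclusive means only one of the two criteria met; inactive means both criteria failed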;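 further: plate controls were DMSO neutral control for no effect and GW8510 at 10 µM for full effect; many of its hits are not listed in these tables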
* hit, by the source's call; ? = inconclusive; . = no result given; & = joins results of further samples.

SMILES	Tat transport	CAL PDZ FP-1	MITF TRPM1 HTS	V-ATPase pH	Wnt act	CAL PDZ FP-2	Rtt109 HAT inh	RTF Ca sens act	dFosB activator	CDK5 inh
COc1ccccc1Oc1ccc2c(c1)C(=O)N(c1ccc(Br)c3cccnc13)C2=O	-1	-1.6	.	-2	-1	0	.	2	-3	-0.9
NS(=O)(=O)Oc1ccccc1	0	-0.5	10	-2	-6	-1	-12	7	4	-2.4
O=C(O)c1cc(/C=C/c2ccc(N3CCOCC3)c([N+](=O)[O-])c2)nc2ccccc12	0	-2.6	-1	6	34*	-9	-3	11	-8	-2.1
CCCOc1ccc(NC(=O)OC2CCN(C)CC2)cc1	-8	-0.6	18	-3	.	-4	-1	-3	-1	.
O=C(COc1ccccc1)Nc1nnc(S(=O)(=O)Nc2ccccc2)s1	-4	-1.5	5	0	-1	.	0	-7	10	-0.4
C[C@H](NC(=O)c1nc[nH]c1C(=O)N[C@@H](Cc1ccccc1)C(=O)OC(C)(C)C)C(=O)OC(C)(C)C	23	0.4	0	3	-5	1	7	-2	-17	-0.2
COc1cc(O)c(C(=O)O)c(CCc2ccccc2)c1	-1	0.0	7	-1	2	-1	6	-5	1	-2.6
O=C1OC(Nc2ccc(Br)cn2)c2ccccc21 (stereo unspecified)	-8	-0.1	0	-6	-4	1	-3	4	1	-0.3
CC(C)C(=O)NS(=O)(=O)c1ccc(N)cc1	-7	-0.4	-5	3	.	-15	?	1	-8	0.4
CC(=O)N1CCN(C2=NC(=O)/C(=C\c3cccs3)S2)CC1	-5	-1.3	-11	-1	4	0	0	-3	-1	-2.6
Cc1[nH]c(C)c(S(=O)(=O)N2CCN(c3ccccc3F)CC2)c1C(=O)N1CCCCC1	-4	-1.3	-4	-2	1	-2	11	-13	-7	0.2
CC1CCCCN1CCNC(=O)c1ccc2c(=O)n(Cc3ccc(Cl)cc3)c(=S)[nH]c2c1 (stereo unspecified)	-7	-5.4	-12	-2	-3	-5	10	6	-52	0.1
CC(C)C(=O)Nc1ccc2c(c1)nc1n2CCSC1	1	-1.1	27	-3	1	1	18	3	-3	-1.9
O=C(NCc1ccccn1)C1CC(=O)N(C2CCCC2)C1 (stereo unspecified)	-2	-1.0	-4	0	-2	.	1	-6	2	-0.2
O=c1cc(-c2ccc3c(c2)OCCO3)oc2ccc(Cl)cc12	7	-2.0	5	0	47*	-2	-7	0	-9	3.2
CCc1ccc2nc(N(CCCN(C)C)C(=O)c3ccc(S(=O)(=O)N(C)C4CCCCC4)cc3)sc2c1	18	-0.9	-95	-3	-4	-6	1	-5	6	0.0
NS(=O)(=O)c1ccc(CCNC(=O)c2cccc3ccccc23)cc1	-3	-2.3	-1	-4	-2	0	2	2	-12	1.4
O=C(NC(NC(=S)Nc1cccc(C(=O)O)c1)C(Cl)(Cl)Cl)OCc1ccccc1 (stereo unspecified)	-1	-1.8	1	-4	3	-2	.	6	-7	-1.5
CCCOc1ccc(Oc2cc(C)nc(SC)n2)nn1	2	-1.2	-10	-1	0	-4	-1	2	-4	0.0
Cc1ccc(N2CC(C(=O)Nc3nnc(C(C)C)s3)CC2=O)cc1 (stereo unspecified)	-6	-0.5	-3	0	4	.	7	-3	1	1.4
C=C1c2ccccc2O[C@H](C(=O)OCC)[C@H]1OC	-12	1.5	2	1	-2	-4	5	-1	-4	3.5
CCOC(=O)Cn1c(O)c(N=NC(=O)OC)c2ccccc21	-1	-1.2	0	8	4	-2	-8	-2	0	-0.8
Cc1ccc(N2C(=O)CC(Sc3ncn[nH]3)C2=O)cc1C (stereo unspecified)	-7	-2.0	-4	6	.	30	?	-1	5	-0.4
COc1ccc(NC(=O)CSCC(=O)N(C)CC(=O)Nc2c(C)cccc2C)cc1	-7	-0.4	3	-3	-1	0	4	-3	4	0.0

In the list so far, two have bromine.
SMILES	Tat transport	CAL PDZ FP-1	MITF TRPM1 HTS	V-ATPase pH	Wnt act	CAL PDZ FP-2	Rtt109 HAT inh	RTF Ca sens act	dFosB activator	CDK5 inh
COc1ccccc1Oc1ccc2c(c1)C(=O)N(c1ccc(Br)c3cccnc13)C2=O	-1	-1.6	.	-2	-1	0	.	2	-3	-0.9
O=C1OC(Nc2ccc(Br)cn2)c2ccccc21 (stereo unspecified)	-8	-0.1	0	-6	-4	1	-3	4	1	-0.3

Three structures already listed, ordered by molecular weight, lowest first:
SMILES	Tat transport	CAL PDZ FP-1	MITF TRPM1 HTS	V-ATPase pH	Wnt act	CAL PDZ FP-2	Rtt109 HAT inh	RTF Ca sens act	dFosB activator	CDK5 inh
NS(=O)(=O)Oc1ccccc1	0	-0.5	10	-2	-6	-1	-12	7	4	-2.4
COc1cc(O)c(C(=O)O)c(CCc2ccccc2)c1	-1	0.0	7	-1	2	-1	6	-5	1	-2.6
O=C(COc1ccccc1)Nc1nnc(S(=O)(=O)Nc2ccccc2)s1	-4	-1.5	5	0	-1	.	0	-7	10	-0.4

Profiles from above:
Shown for O=C(COc1ccccc1)Nc1nnc(S(=O)(=O)Nc2ccccc2)s1 → Tat transport = -4; CAL PDZ FP-1 = -1.5; MITF TRPM1 HTS = 5; V-ATPase pH = 0; Wnt act = -1; CAL PDZ FP-2 = .; Rtt109 HAT inh = 0; RTF Ca sens act = -7; dFosB activator = 10; CDK5 inh = -0.4
Shown for C[C@H](NC(=O)c1nc[nH]c1C(=O)N[C@@H](Cc1ccccc1)C(=O)OC(C)(C)C)C(=O)OC(C)(C)C → Tat transport = 23; CAL PDZ FP-1 = 0.4; MITF TRPM1 HTS = 0; V-ATPase pH = 3; Wnt act = -5; CAL PDZ FP-2 = 1; Rtt109 HAT inh = 7; RTF Ca sens act = -2; dFosB activator = -17; CDK5 inh = -0.2
Shown for CC(=O)N1CCN(C2=NC(=O)/C(=C\c3cccs3)S2)CC1 → Tat transport = -5; CAL PDZ FP-1 = -1.3; MITF TRPM1 HTS = -11; V-ATPase pH = -1; Wnt act = 4; CAL PDZ FP-2 = 0; Rtt109 HAT inh = 0; RTF Ca sens act = -3; dFosB activator = -1; CDK5 inh = -2.6

More records follow.
SMILES	Tat transport	CAL PDZ FP-1	MITF TRPM1 HTS	V-ATPase pH	Wnt act	CAL PDZ FP-2	Rtt109 HAT inh	RTF Ca sens act	dFosB activator	CDK5 inh
Cc1nc2nc(SCC(=O)NCCCN3CCCCC3)nn2c(C)c1Cc1ccccc1	8	0.2	4	-2	-8	-8	6	-5	3	0.0
Cc1ccc(-c2csc(N3CCN(CCCn4c(-c5ccncc5)nc5ccccc54)CC3)n2)cc1	3	0.6	-65	-2	-10	-2	-4	-4	7	-0.9
CN(C)S(=O)(=O)c1ccc(C(=O)Nc2cccnc2)cc1	1	-0.2	0	-2	.	0	-2	-1	0	-0.3
COc1ccc2nc(SCC(=O)NCc3ccccc3)[nH]c2c1	1	-1.9	-10	6	-3	.	11	3	-4	-0.4
O=C1CCCc2ccc3ccccc3c21	9	-1.7	-3	-2	3	-3	6	-7	-11	-2.8
CCCCN1CCc2c1nc1ccc(Br)cc1c2N	9	-6.4	-67	0	0	0	43	2	?	0.7
Cc1ccc(OCc2nnc(SCC(=O)c3ccccc3)n2Cc2ccco2)cc1	11	-0.4	3	-1	.	-4	-6	-3	-11	-1.2
CSc1nnc(C(C)(C)C)c(=O)n1/N=C/c1ccc(Cl)cc1	7	0.0	.	0	2	.	-11	3	-1	-0.2
CCc1nc(SCc2ccc(C(=O)OC)o2)n[nH]1	-5	0.1	-4	0	-1	5	7	-1	4	-0.2
S=c1sc2c(Cl)ncnc2n1-c1ccccc1	-2	-0.5	-68	-1	-9	.	-2	-4	3	-1.1
CN(C(=O)c1ccccc1-c1ncc[nH]1)C1CCCN(Cc2ccccc2F)C1 (stereo unspecified)	0	-1.9	7	0	-1	-2	-9	-5	1	-1.2
Cc1noc(C)c1COc1ccc(C(=O)Nc2ccccn2)cc1	-12	-2.5	16	0	4	2	-3	-2	-1	0.8
Cc1ccc(S(=O)(=O)CC(=O)Nc2ccc(S(=O)(=O)Nc3ccccn3)cc2)cc1	-3	-0.9	7	2	0	.	1	5	5	-0.5
Cc1cc(C)cc(C(=O)NC(CC(N)=O)c2ccc(N3CCCCCC3)c([N+](=O)[O-])c2)c1 (stereo unspecified)	4	0.2	8	9	0	0	0	16	-2	2.3
CC(NC(=O)COC(=O)C1CSC2(C)CCC(=O)N12)C12CC3CC(CC(C3)C1)C2 (stereo unspecified)	-1	-2.4	-2	-1	-2	-1	5	-1	0	0.3
Cn1c(=O)[nH]c(=O)c2c1[nH]c(=S)n2CCCc1ccccc1	1	0.5	-4	-1	0	12	-9	3	-6	0.8
O=C(CSc1ccc(-c2cccs2)nn1)N1CCCCCC1	0	-1.0	-7	3	.	-2	-3	2	-9	1.2
CCOC(=O)C1(CC2CC2)CCN(C(=O)c2ocnc2C)CC1	-4	-2.1	11	-3	14	-4	-3	-5	-2	-0.3
Cc1ccc(-c2nn(-c3ccc(F)cc3)cc2C(=O)NC2CCC(O)CC2)cc1 (stereo unspecified)	1	-2.2	10	5	-3	-6	8	-1	-10	0.2
Cc1csc(/N=C/N(C)C)c1C#N	-4	-0.8	-6	-3	1	6	-10	4	-5	-0.3
Cn1c(S(=O)(=O)O)nc2ccccc21	-5	-0.6	-4	3	-2	-4	2	-2	-3	0.6
CCOC(=O)c1c(NC(=O)COC(=O)CCOc2ccc(C)cc2)sc(C(=O)N(C)C)c1C	7	-1.3	-2	1	0	-2	4	4	-20	-0.3
Cc1ccc(C(=O)N2[C@@H]3CN(C)C(=O)[C@@]2(C)[C@H]2C(=O)N(Cc4ccccc4)C(=O)[C@@H]32)cc1	1	0.3	-4	-1	-5	-6	0	-5	-1	-0.6
Cc1ccc(Oc2ncccc2CO)cc1	-1	0.3	2	2	0	0	0	6	-4	-1.4
O=C(COC(=O)c1cc(=O)[nH]c2ccccc12)Nc1ccc(F)cc1	5	-3.1	-3	1	-11	.	2	-1	4	-1.6
Cc1nc(C(C)NC(=O)CCc2nnc(-c3ccsc3)o2)cs1 (stereo unspecified)	-5	-1.2	5	-2	4	8	5	2	4	-0.7
CCOC(=O)C(CC)/C(C)=N\NC(=O)c1cccc(C)c1 (stereo unspecified)	4	-0.6	-3	-1	5	.	14	6	-4	-4.5
O=C(Cc1nn[nH]n1)c1ccccc1O	-2	-2.0	0	0	-11	-4	8	1	-3	-0.3
CCOC(=O)c1c(C)n(C)c2ccc(OCC(O)CN3CCC(C)CC3)cc12 (stereo unspecified)	-8	-1.3	-11	1	-7&-3	2	10	2	2	-0.4
CC1CC(Nc2ccccc2)c2ccccc2N1C(=O)c1ccncc1 (stereo unspecified)	-10	-1.5	0	-3	2	1	-13	12	-8	-5.0
NS(=O)(=O)c1cccc(NC(=O)CCCNC(=O)c2ccc(Cl)cc2)c1	-8	-2.8	-5	5	-1	-2	13	2	-6	0.8
CC(C)(C)OC(=O)[C@H](CCCCN)NC(=O)c1nc[nH]c1C(=O)N[C@@H](CCCCN)C(=O)OC(C)(C)C	-17	1.5	0	-2	-2	-1	-11	10	-26	0.0
